Bioassay records (PubChem BioAssay)
RmlCD inh mix – inhibitors of RmlC and RmlD coupled enzymes; inhibition, % at 5.5 µM; actives 0.39% (n = 110,000); RmlC/RmlD coupled enzyme inhibition, 384-well mixture HTS; in the data active = inhibition above about 30%, passing the limit was not always enough; also: strong numbers were not always called active
RT RNaseH block – inhibitors of HIV-1 reverse transcriptase RNase H; RT-RNase H RNA/DNA duplex cleavage, fluorescence; inhibition, % at 10 µM; actives 1.9% (n = 65,000); AID 565; in the data active = inhibition above about 50%
* = called active by the depositor; · = no result given. An excerpt, so the mix of outcomes need not match the whole.

SMILES	RmlCD inh mix	RT RNaseH block
O=C1C(=O)N(c2cccc(Cl)c2)C(c2ccccc2[N+](=O)[O-])/C1=C(\O)c1ccccc1 (centres undefined)	-4	·
O=C1C[C@@H](c2ccc(O)cc2)Oc2cc(O)cc(O)c21	0	·
CCCNS(=O)(=O)c1ccc(OCC(=O)N2CCOCC2)cc1	9	·
O=C(NC1CCCCC1)c1nc2c(nnn2Cc2ccccc2Cl)c(=O)[nH]1	-9	2
O=C(CSc1nc2c(cnn2-c2ccc(F)cc2)c(=O)[nH]1)N1CCOCC1	6	-4
Cn1nc(CC(=O)Nc2ccc(N3CCN(C(=O)OC(C)(C)C)CC3)cc2)c2ccccc2c1=O	·	-21
Cc1cc(C)cc(NC(=O)c2snc3c(=O)[nH]cnc23)c1	-3	·
CS(=O)(=O)N(CC(=O)NC1CCCC1)c1cccc(F)c1	-7	0
N#Cc1cc(-c2ccc(Cl)cc2)cnc1Sc1ccc(F)cc1	-8	·
Cc1cc(S(=O)(=O)Nc2ccc(N(C)C)cc2)c(C)s1	-89	·
Cn1cnnc1SCc1ccc(C(=O)O)cc1	-13	0
CCN(CC(=O)NC)S(=O)(=O)c1ccc(C)cc1	-7	-8
O=C(COc1ccc(-c2ccccc2)cc1)N/N=C/c1ccccc1Br	-15	·
Cc1ccc(C)c(S(=O)(=O)NCc2ccc(C(=O)N3CCC(Cc4ccccc4)CC3)cc2)c1	8	·
N#Cc1nc(Cc2ccccc2)oc1NCCCn1ccnc1	-5	-48
Cc1ccc(C2=NOC(C)(c3nnc(-c4ccc(F)cc4)o3)C2)cc1 (centres undefined)	-11	·
CC1Cc2ccccc2N1C(=O)CSc1nnnn1-c1ccc2c(c1)OCCO2 (centres undefined)	6	14
Cc1cc(NS(=O)(=O)c2ccc(NC(=O)c3ccco3)cc2)no1	13	-5
O=C1CCC([N+](=O)[O-])C(c2cccc(Cl)c2Cl)N1 (centres undefined)	11	·
O=C(CSc1nnc(-c2ccc(S(=O)(=O)N3CCCC3)cc2)o1)NCc1ccco1	-1	7
CCOC(=O)c1ccc(NC(=O)C2C3CCC(C3)C2C(=O)O)cc1 (centres undefined)	54	-7
O=C(C1CCCCC1)N1CCCn2c1nc1ccccc12	10	-4
COc1ccc(CCn2nnnc2C(c2ccccc2)N2CCN(C)CC2)cc1OC (centres undefined)	·	-13
c1ccc(SCc2nc(-c3ccncc3)no2)cc1	-4	-24
CCCCOc1ccc(C2(C(=O)O)CCCC2)cc1	-1	-9
CCO[C@H]1OC(C(=O)NCc2ccccc2)=C[C@@H](c2cn(C(C)=O)c3ccccc23)[C@@H]1CCCO	-6	·
O=C(O)CCC(=O)N1CCc2cc(S(=O)(=O)N(CCc3ccccc3)Cc3ccccc3)ccc21	0	·
COCCOC(=O)c1[nH]c2c(c1C)C(=O)C(C(=O)OC)C(C)C2 (centres undefined)	-8	-1
CCc1nc(N2CCCCC2)c2oc3ccccc3c2n1	12	-20
Clc1ccc(OCc2nc(-c3ccccn3)n[nH]2)cc1	-7	-12
COc1ccccc1NC(=O)N1CCC(C(=O)c2ccc(F)cc2)CC1	-11	-3
CN1C(=O)OC(C)(C)C1=O	11	·
COc1cccc(OC)c1C(=O)NN1CCCCC1	-16	·
CN(C)c1cc(C(F)(F)F)nc(-c2ccccn2)n1	-7	·
CC1(C)Cc2ccccc2-c2c1c(=O)n(-c1ccccc1)c1nnnn21	·	3
COc1ccc(Nc2nc(N)nc(COc3ccc(OC)cc3)n2)cc1	-12	·
C[n+]1cccc(CNC(=O)/C=N/O)c1	2	-5
Cc1cc(C(=O)N2CCN(Cc3ccc4c(c3)OCO4)CC2)cs1	8	9
COc1ccc(-c2csc(NC(C)=O)n2)cc1OC	-16	13
Cc1nnc(SCC(=O)Nc2ccc3c4c(cccc24)CC3)n1C	·	2
COc1cc2c(cc1OC)C1=NC(=O)CN1C(SCc1ccccc1)=N2	-13	·
COc1ccc(C2(C(=O)Nc3c(C)n(C)n(-c4ccccc4)c3=O)CCCC2)cc1OC	0	5
Cc1cc(C)c2c(n1)sc1c(N3CCN(CCO)CC3)ncnc12	14	-15
O=C1CCc2cc(S(=O)(=O)N3CCN(C(=O)c4ccco4)CC3)ccc2N1	6	-6
CC(NC(=O)COc1ccc(Oc2ccccc2)cc1)C(=O)O (centres undefined)	9	·
Cc1n[nH]c(C)c1C(=O)CC1(O)C(=O)N(CCc2ccccc2)c2ccc(Cl)cc21 (centres undefined)	7	-4
CCN(CC)S(=O)(=O)c1cccc(C(=O)N[C@H](C(=O)NCc2ccccc2F)C(C)C)c1	-2	·
O=C(NCCNC(=O)c1ccco1)c1cccc(F)c1	16	-7
CC1Cn2c(CCc3ccccc3)nnc2S1 (centres undefined)	-7	-1
O=C1OC(N2CCN(C(=O)c3ccco3)CC2)c2ccccc21 (centres undefined)	1	-14

New compounds follow.
SMILES	RmlCD inh mix	RT RNaseH block
CCCc1nnc(NC(=O)COC(=O)c2cc(C)nc3ccccc23)s1	7	·
CCOC(=O)C1CCCN(CCC(=O)Nc2ccc3c(c2)CCC3)C1 (centres undefined)	-15	0
Cc1ccc2c(N)c(C)ccc2c1	-13	-12
O=C(CSc1ncccc1-c1nc2ccccc2[nH]1)N1CCCCC1	4	-6
C1=C(CCNc2nnnn2-c2ccccc2)CCCC1	-22	-7
O=C(Nc1cccnc1)C1CCCN(S(=O)(=O)c2ccccc2)C1 (centres undefined)	-3	·
C=CC12CN(C)[C@@H]3C4CO[C@H](C[C@H]41)[C@]1(C(=O)Nc4ccccc41)[C@@H]32 (some centres undefined)	-12	·
CCOC(=O)c1[nH]c(C)c(C(=O)Nc2cccc(Cl)c2C)c1C	8	-3
COC(=O)COc1ccc2c(-c3cccc([N+](=O)[O-])c3)cc(=O)oc2c1	-8	·
O=c1nc2ccccc2c2n1CC(CN1CCN(Cc3ccccc3)CC1)N2 (centres undefined)	8	·
Cn1c(=O)c2c(nc(-n3ccnc3)n2Cc2ccc([N+](=O)[O-])cc2)n(C)c1=O	-7	·
Cc1nc(COC(=O)c2ccc(S(=O)(=O)N3CCCC3)cc2)cs1	4	0
COc1ccc(NC(=O)C2CCCN2S(=O)(=O)c2ccc3c(c2)CCC(=O)N3)cc1Cl (centres undefined)	0	2
CCOC(=O)c1oc2ccc(S(=O)(=O)n3nc(-c4ccc(C)cc4)cc3N)cc2c1C	6	·
CC(C)OC(=O)CSc1nnc(Cc2ccccc2)n1Cc1ccco1	7	-1
CCOC(=O)c1ccc(NC(=O)N(CC)CC)cc1	11	-2
NC(=O)c1ccsc1NC(=O)c1ccc2c(c1)CCCC2	-15	·
O=C1CC(SCc2nc3ccccc3[nH]2)C(=O)N1c1ccc(F)c(Cl)c1 (centres undefined)	-10	·
O=C(O)CSCC(=O)Nc1cccc(C(F)(F)F)c1	-11	·
Cc1ccc(S(=O)(=O)NC(CC(=O)N2CCOCC2)c2ccco2)cc1 (centres undefined)	-13	-8

6 compounds already listed, ordered by number of heavy atoms, high to low:
SMILES	RmlCD inh mix	RT RNaseH block
COc1ccc(NC(=O)C2CCCN2S(=O)(=O)c2ccc3c(c2)CCC(=O)N3)cc1Cl (centres undefined)	0	2
Cn1c(=O)c2c(nc(-n3ccnc3)n2Cc2ccc([N+](=O)[O-])cc2)n(C)c1=O	-7	·
CC(C)OC(=O)CSc1nnc(Cc2ccccc2)n1Cc1ccco1	7	-1
Cc1nc(COC(=O)c2ccc(S(=O)(=O)N3CCCC3)cc2)cs1	4	0
NC(=O)c1ccsc1NC(=O)c1ccc2c(c1)CCCC2	-15	·
CCOC(=O)c1ccc(NC(=O)N(CC)CC)cc1	11	-2

The listing picks up, starting five compounds before the break.
SMILES	RmlCD inh mix	RT RNaseH block
CCOC(=O)c1ccc(NC(=O)N(CC)CC)cc1	11	-2
NC(=O)c1ccsc1NC(=O)c1ccc2c(c1)CCCC2	-15	·
O=C1CC(SCc2nc3ccccc3[nH]2)C(=O)N1c1ccc(F)c(Cl)c1 (centres undefined)	-10	·
O=C(O)CSCC(=O)Nc1cccc(C(F)(F)F)c1	-11	·
Cc1ccc(S(=O)(=O)NC(CC(=O)N2CCOCC2)c2ccco2)cc1 (centres undefined)	-13	-8
CCNC(=O)COc1ccc(-c2ccccc2)cc1	5	·
CCOC(=O)c1c(C)n(C)c2ccc(OC)c(NC(=O)CN3CCN(C(=O)c4ccco4)CC3)c12	-7	8
CCOC(=O)CN1Cc2cccc(C(=O)O)c2C1=O	8	-3
Clc1ccc(-n2ncc3c(NCc4ccc5c(c4)OCO5)ncnc32)cc1	-14	22
COc1ccc(N2CCN(C(=O)CN(c3ccccc3)S(=O)(=O)c3ccc(OC)cc3)CC2)cc1	-16	·
O=C(COc1ccc(Cl)cc1)N1CCN(C/C=C/c2ccccc2)CC1	16	·
CC1CCC(C(=O)c2c(O)c3ccccc3oc2=O)CC1 (centres undefined)	-12	·
COC(=O)c1ccccc1NC(=O)CSc1nnc(-c2cccnc2)n1C	4	·
CCOc1ccc(N(Cc2cc3cc(OC)ccc3[nH]c2=O)S(C)(=O)=O)cc1	1	2
COc1c(C)c2c(c(O)c1C/C=C(\C)CCC(=O)O)C(=O)OC2	3	·
Cc1ccc(OCCCC(=O)Nc2nccs2)cc1	-8	·
COc1cccc(-n2c(C)nc3ccccc3c2=O)c1	8	0
O=c1c2c(nc3cc(-c4ccccc4)[nH]n13)CCC2	10	0
CC(C)=CCSc1nnc(CCNC(=O)OC(C)(C)C)o1	8	-2
CCOC(=O)c1c(NC(C)=O)sc2c(O)c(Br)ccc12	3	·
Clc1ccc(C2[C@H]3CN(Cc4cccnc4)[C@H](c4ccccc4)C34CC2(c2ccccc2)C4)cn1 (some centres undefined)	-9	·
Cc1ccc(Cl)cc1NC(=O)c1cnn2c1NC(c1ccco1)CC2C(F)(F)F (centres undefined)	16	·
CCc1ccccc1NC1c2ccccc2C(=O)N1c1cc(C)ccn1 (centres undefined)	5	-9
CCn1c(=N)c(C(=O)NCCCOC)cc2c(=O)n3cccc(C)c3nc21	116	-13
Cc1ccc2c(CN3CCCc4ccccc43)cc(=O)oc2c1C	-7	12
COC(=O)C1=C(c2cc3ccccc3o2)C[C@@H]2CC[C@H]1N2C(=O)NCc1ccc(F)cc1	8	·
COc1cccc2sc(Nc3nnc(-c4ccccc4Cl)o3)nc12	15	-24
CN1C(=O)CSc2ccc(NC(=O)N3CCc4ccccc43)cc21	13	1
CCCc1cc(=O)[nH]c(SCC(=O)Nc2nonc2N)n1	10	-4
O=C(O)CCS(=O)(=O)Cc1ccccc1F	-12	4
COc1cc(OC)cc(C(=O)N(CN2CCCC2=O)c2ccccc2OC)c1	-16	-35
CCN(CC)c1ncnc2c1sc1nc(N3CCOCC3)c3c(c12)CCC3	-14	·
COCCSc1ccccc1C(=O)NCc1ccc(S(N)(=O)=O)cc1	3	·
CC(NC(=O)CN1C(=O)NC(Cc2ccccc2)(Cc2ccccc2)C1=O)C12CC3CC(CC(C3)C1)C2 (centres undefined)	-8	·
FC(F)(F)c1cccc(Sc2nc(-c3ccccc3)nnc2C(F)(F)F)c1	2	·
O=C(NCCCN1CCN(c2ccc(F)cc2)CC1)c1cccc(N2CCCC2=O)c1	1	-5
COCc1cc(C2SCC(=O)Nc3c2c(=O)[nH]n3C(C)C)ccc1OC (centres undefined)	-13	5
COc1cccc(C=Nc2cc(C)on2)c1O	7	-19
Cc1nc(NC(=O)C2CC2)sc1C(=O)N(C)C	-17	·
Cc1cc(C)c(C)c(S(=O)(=O)NCC(=O)O)c1C	6	·
O=C1CCCC2=C1C(c1ccncc1)c1c(nc(SCc3ccccc3)[nH]c1=O)N2 (centres undefined)	·	32
CCNC(=O)CC1C(=O)N(c2ccccc2)C(=O)N1CCc1ccc(OC)cc1 (centres undefined)	-3	-3
CCNC(=S)NNC(=O)C1CCCCC1	-6	·
CC(C)Oc1ccc(C2/C(=C(/O)c3ccc(F)cc3)C(=O)C(=O)N2CCCN(C)C)cc1 (centres undefined)	·	-6
O=C(c1c(F)cccc1F)N1CCN(c2ncccn2)CC1	1	·
Cc1ccc(C(=O)Nc2ccccc2C(=O)NC(C(=O)O)C(C)C)cc1 (centres undefined)	-13	·
COc1ccccc1OCCCCNCCO	-3	-4
O=C1Nc2ccc(Br)cc2C1(O)Cc1ccccn1 (centres undefined)	6	4
O=C(Nc1ccc2c(c1)OCCO2)c1ccco1	0	1
COCC(C)n1c(C)cc(C(=O)COC(=O)c2c(NC(C)=O)sc(C)c2C)c1C (centres undefined)	-8	13
O=C(CSc1ncccn1)Nn1cnnc1	-5	6
C=CCn1c(SCc2cccnc2)nnc1-c1ccncc1	8	-9
CC(C)C[C@H](NC(=O)N1CCN(c2ccccc2)CC1)C(=O)O	-61	-1
O=C(Nc1ccccc1)Nc1nnc(-c2ccccc2)o1	13	·
CCOC(=O)c1[nH]c(C)c(C(=O)NCCC2=CCCCC2)c1C	-5	-15

Carrying on:
SMILES	RmlCD inh mix	RT RNaseH block
C=CCOc1ccc(C2C(C(=O)c3cccs3)=C(O)C(=O)N2c2nnc(C)s2)cc1 (centres undefined)	-13	·
Cn1c(C(O)c2ccc(Cl)cc2)nc(Cl)c1Cl (centres undefined)	0	-17
CC(=O)c1c(C)[nH]c(C(=O)N2CCN(c3cc(Cl)ccc3C)CC2)c1C	17	·
CN1CCC(N(C)c2ncnc3ccc(Br)cc23)CC1	32	-6
C[C@@H]1O[C@@H](OC[C@H]2O[C@@H](Oc3c(-c4ccc(O)c(O)c4)oc4cc(O)cc(O)c4c3=O)[C@H](O)[C@@H](O)[C@@H]2O)[C@H](O)[C@H](O)[C@H]1O	-7	·
O=S(=O)(c1cccc2nonc12)N1CCN(c2cccc(Cl)c2)CC1	-6	·
Cc1ccc(OCCNS(=O)(=O)c2ccc(N3CCCC3=O)cc2)cc1C	6	·
Cc1c(=O)n(OCc2ccccc2F)c2ccccc2[n+]1[O-]	-11	2
